Rac1 act GTP bind = GTP binding modulators of activated mutant Rac1, primary screen, biochemical, bead-based flow cytometry, multiplex, fluorescent GTP. GST-Rac1 activated beads; actives lie on both sides; 100% means binding = to untreated wells. actives 0.11% (n = 190,000). Ras-related C3 botulinum toxin substrate 1 (Homo sapiens), P63000. percent activity (GTP binding), % at 10 µM. AID 764, 2007;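 active means GTP binding at least 20 percentage points away from the 100% baseline, in either direction, so actives lie on both sides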
ABCG2 inh = ABCG2 efflux pump inhibitors, primary screen, multiplex with ABCB1, IgMXP3 cells, flow cytometry | JC-1 efflux | inhibition, % at 6.6 µM | actives 0.1% (n = 190,000) | AID 1325, 2008;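 active means inhibition above 80%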;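 further: 0% = DMSO and 100% = nicardipine control wells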
Target sequence (Q9UNQ0 whole entry, looked up): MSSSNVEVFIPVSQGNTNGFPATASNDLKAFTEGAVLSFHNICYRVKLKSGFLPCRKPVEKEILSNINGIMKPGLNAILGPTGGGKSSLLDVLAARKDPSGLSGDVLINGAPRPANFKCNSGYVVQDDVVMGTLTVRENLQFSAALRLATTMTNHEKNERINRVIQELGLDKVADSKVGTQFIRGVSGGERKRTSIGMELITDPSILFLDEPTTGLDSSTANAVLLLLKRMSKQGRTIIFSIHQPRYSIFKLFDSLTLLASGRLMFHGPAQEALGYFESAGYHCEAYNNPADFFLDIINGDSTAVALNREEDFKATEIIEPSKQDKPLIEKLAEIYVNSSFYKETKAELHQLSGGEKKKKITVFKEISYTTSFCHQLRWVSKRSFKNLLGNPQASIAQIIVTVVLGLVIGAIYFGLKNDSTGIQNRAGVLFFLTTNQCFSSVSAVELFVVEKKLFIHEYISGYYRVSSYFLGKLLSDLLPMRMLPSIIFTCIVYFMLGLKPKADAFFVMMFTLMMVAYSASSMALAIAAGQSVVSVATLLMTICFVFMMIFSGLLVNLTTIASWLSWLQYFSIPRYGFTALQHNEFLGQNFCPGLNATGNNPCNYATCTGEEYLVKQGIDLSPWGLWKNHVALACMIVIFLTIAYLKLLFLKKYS
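Test system: IgMXP3 cells (ABCG2) mixed with DDAO far-red-labelled CCRF-Adr cells (ABCB1). Reagent: JC-1 transporter substrate. Compound dosing: single test compound dose, 6.6 µM final. Times: 10 min compound exposure, 25 °C. Detection: flow cytometry of retained JC-1 fluorescence. Read-out basis: efflux inhibition in percent versus controls. Controls: nicardipine and DMSO wells.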
Avidin fluor = green autofluorescence of compounds with avidin beads – biophysical, 488/530 nm, flow cytometry, artefact control, profiling panel. compound fluorescence 488/530 nm; active compounds read high. fluorescence (KMESF) at 10 µM. actives 0.38% (n = 220,000); in the data active means fluorescence above about 47; further: inactives centre near 10
Rab7 wt modul = modulators of GTP binding to Rab7, primary screen, biochemical, wildtype, multiplex bead flow cytometry | GTP binding activity (percent of control), % at 10 µM | AID 758, 2007 | Rab7 GTPase wild type (dog), Bodipy-FL-GTP binding | GST-Rab7 beads, fluorescent GTP binding; actives lie on both sides; untreated = 100%, excess cold GTP = 0% | actives 0.055% (n = 190,000);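 active means fluorescent GTP binding to Rab7 beads changed by at least 20 points from the 100% baseline, either direction, mostly lower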;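 further: median green fluorescence of bound Bodipy-FL-GTP per Rab7 bead population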
Pf gamet viab = late stage P. falciparum gametocyte viability inhibitors, primary screen, ATP luminescence, HTS. P. falciparum stage V gametocytes, 24 h. inhibition, % at 10.9 µM. actives 0.065% (n = 150,000). AID 743093, 2013;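 active means inhibition above the mean plus 3 SD of compounds within the control limits, set per campaign, cut at about 38% in these data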;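 further: 0% = DMSO wells and 100% = medium only without gametocytes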
Rac1 wt modul = wildtype Rac1 GTP binding modulators, primary screen, biochemical, GST-Rac1 beads, flow cytometry, multiplex; Ras-related C3 botulinum toxin substrate 1 (Homo sapiens), P63000; fluorescent GTP binding; actives lie on both sides; 0 = cold GTP competed, 100 = untreated; GTP binding activity (% of control), % at 10 µM; actives 0.27% (n = 190,000); AID 757, 2007;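 active means GTP binding activity at least 20 points away from the 100% control level, either lower or higher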
Rab2 wt GTP = modulators of GTP binding to Rab2A wildtype, primary screen, biochemical, dog, bead-based flow cytometry, multiplex | Ras-related protein Rab-2A (Canis lupus familiaris), P61105 | GST-Rab2 wt beads, Bodipy-GTP binding | GTP binding activity, % at 10 µM | actives 0.19% (n = 190,000) | AID 760, 2007;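 active means GTP binding activity at least 20 points away from 100%, either lowered or raised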;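 further: 0% = beads with excess unlabeled GTP and 100% = no-compound control corrected for plate trend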
Cdc42 wt = modulators of GTP binding to wildtype Cdc42, primary screen, biochemical, multiplex bead flow cytometry, Bodipy-GTP; Cell division control protein 42 homolog (Homo sapiens), P60953; AID 761, 2007; actives 0.2% (n = 190,000); GST-Cdc42 beads; actives lie on both sides; percent activity (GTP binding), % at 10 µM;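 active means percent activity GTP binding at least 20 points away from the 100% baseline, either down as inhibitor or up as activator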;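 further: median bead fluorescence of bound Bodipy-FL-GTP at 100 nM; 0% = excess unlabeled GTP control and 100% = no compound control; below 100% means less GTP binding so inhibitor and above means activator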
Target sequence (P60953 whole entry, looked up): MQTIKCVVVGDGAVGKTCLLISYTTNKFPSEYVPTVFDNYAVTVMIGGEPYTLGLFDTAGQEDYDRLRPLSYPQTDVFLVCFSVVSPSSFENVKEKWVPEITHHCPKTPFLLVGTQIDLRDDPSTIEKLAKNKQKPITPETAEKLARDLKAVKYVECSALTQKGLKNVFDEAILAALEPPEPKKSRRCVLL
Mcl1-Noxa inh = Mcl-1/Noxa binding inhibitors, primary screen, biochemical, TR-FRET, 1536-well; Induced myeloid leukemia cell differentiation protein Mcl-1 (Homo sapiens), Q07820; TR-FRET Mcl-1/Noxa peptide binding, 2 h; inhibition, % at 21.7 µM; actives 1.5% (n = 220,000);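 active means compounds that cut the protein-peptide binding signal by more than 50% relative to plate controls in a single-dose test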;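 further: His-tagged Mcl-1 with rhodamine Noxa BH3 peptide and terbium anti-His antibody; 0% = Mcl-1 plus Noxa peptide wells and 100% = peptide-only wells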
HRas wt GTP = modulators of GTP binding to HRas wildtype, primary screen, biochemical, bead-based flow cytometry, multiplex; GTPase HRas (Homo sapiens), P01112; GST-Ras wt beads, Bodipy-FL-GTP binding; actives lie on both sides; GTP binding activity, % at 10 µM; actives 0.14% (n = 190,000);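 active means GTP binding activity at least 20% away from the 100% baseline, either lowered as inhibitor or raised as activator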;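 further: 0% = unlabeled GTP competition control and 100% = no-compound control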
Target sequence (P01112 whole entry, looked up): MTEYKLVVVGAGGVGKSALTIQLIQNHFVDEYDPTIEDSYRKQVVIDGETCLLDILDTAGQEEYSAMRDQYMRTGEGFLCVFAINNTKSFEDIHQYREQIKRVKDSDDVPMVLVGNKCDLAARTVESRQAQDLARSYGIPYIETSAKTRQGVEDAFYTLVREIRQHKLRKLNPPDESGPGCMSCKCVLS
ABCB1 block = ABCB1 efflux pump inhibitors, primary screen, cell-based, multiplex, flow cytometry, ABCG2 counter-screen; CCRF-Adr cells, JC-1 efflux; actives 0.067% (n = 190,000); ATP-dependent translocase ABCB1 (Homo sapiens), P08183; inhibition, % at 6.6 µM; in the data active means inhibition above about 40%;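 further: 0% = vehicle and 100% = reference inhibitor; higher value means more JC-1 retained so stronger ABCB1 efflux block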
Starred values were filed as active, the others as inactive; · = not tested or not shown.

SMILES	Rac1 act GTP bind	ABCG2 inh	Avidin fluor	Rab7 wt modul	Pf gamet viab	Rac1 wt modul	Rab2 wt GTP	Cdc42 wt	Mcl1-Noxa inh	HRas wt GTP	ABCB1 block
N#C/C(=C\c1ccccc1OCc1ccc(C(=O)O)cc1)c1ccccc1	91	16	9	92	-1	93	94	92	-15	96	-0.8
CCS(=O)(=O)N1CCC(NC(C)=O)(c2ccccc2)CC1	96	3	13	103	·	101	101	101	15	102	1.1
CCOc1cc(NS(=O)(=O)c2ccc(NC(C)=O)cc2)c(OCC)cc1NC(=O)c1cccs1	100	7	12	98	·	103	97	98	10	97	0.3
O=S(=O)(c1ccc(Cl)cc1)N1CCN(C2CCCCCC2)CC1	97	6	10	101	11	99	99	98	20	95	1.9
O=C(OC1CCOC1=O)c1ccc2ccccc2n1 (stereo not given)	93	5	13	92	·	96	95	100	18	96	1.0
COc1ccc(Cc2nc3ccccc3[nH]2)cc1OC	94	0	11	102	0	96	96	95	-4	97	0.1
COc1ccc(/C=N/n2c(-c3n[nH]c4c3CCC4)n[nH]c2=S)cc1OC	98	1	1	97	12	99	95	95	65*	96	0.3
COc1cccc(OC(=O)CSc2nnc(-c3ccccc3Br)o2)c1	97	1	36	98	·	98	97	100	7	99	0.1
O=S(=O)(NCCN1CCOCC1)c1ccc2c(c1)OCCO2	95	0	8	103	·	97	99	96	0	95	-0.4
O=C(CSc1nnc(C23CC4CC(CC(C4)C2)C3)o1)Nc1ccc(N2CCOCC2)c(Cl)c1	94	-1	35	94	·	95	94	97	2	95	0.2
COc1ccc(OC)c(C(c2nnnn2CCC(C)C)N2CCN(C(=O)c3ccco3)CC2)c1 (stereo not given)	99	1	6	101	·	103	101	100	16	101	1.0
Cc1nonc1NC(=O)N1CCCC1	97	4	4	100	-12	100	101	100	-3	102	0.5
Cc1ccccc1-n1cnc2cc(NCc3cccs3)ccc21	93	5	24	95	-5	92	96	93	9	96	1.1
Cc1cccc(NC(=O)c2oc3ccc(S(=O)(=O)N4CCOCC4)cc3c2C)c1C	99	35	12	102	·	104	100	101	9	101	1.2
O=C(CS(=O)(=O)Cc1ccccc1)Nc1ccc(S(=O)(=O)N2CCCCCC2)cc1	97	0	17	101	·	100	99	99	-11	98	0.1
Cc1ccc(S(=O)(=O)Nc2ccc(NC(=O)Nc3ccc(F)cc3F)cc2)cc1	95	1	7	99	-6	99	96	96	12	96	-0.5
COc1ccc(C(C(=O)NC2CCCCC2)N(C(=O)c2sc(C)nc2C)c2ccc(OC)cc2)cc1 (stereo not given)	96	3	18	104	-14	99	103	97	-6	102	2.7
O=C(NC(=S)NNC(=O)c1ccccc1O)c1cccnc1	94	0	22	106	-7	100	99	96	1	99	-0.2
COc1ccc2oc(C(=O)C3CC3)c(N)c2c1	94	13	10	96	5	94	95	96	-1	96	0.3
Cc1ccc(OCC(=O)OCc2c(C)noc2C)cc1C	101	0	11	106	·	104	104	103	13	105	0.3
Cc1ccccc1OCC(=O)NNC(=O)CSc1nc(N)cc(N)n1	91	-1	17	94	-3	90	83	85	-1	87	-0.8
CCN(CC)CCn1c(-c2ccccc2)nc(=S)c2c1CC(C)(C)OC2	93	3	38	93	·	94	92	97	-16	94	0.4
COc1cc2nc(CN3CCC(C(O)(c4ccccc4)c4ccccc4)CC3)[nH]c(=O)c2cc1OC	96	18	11	96	-1	99	96	96	7	95	4.3
Cc1cc(N2C(=O)C3C4c5ccccc5C(c5ccccc54)C3C2=O)no1 (stereo not given)	99	9	33	100	-15	103	100	102	15	99	1.3
CCCC1Nc2ccc(C(=O)O)cc2C2C=CCC12 (stereo not given)	92	-3	3	92	·	94	90	93	20	94	-1.4
SMILES	Rac1 act GTP bind	ABCG2 inh	Avidin fluor	Rab7 wt modul	Pf gamet viab	Rac1 wt modul	Rab2 wt GTP	Cdc42 wt	Mcl1-Noxa inh	HRas wt GTP	ABCB1 block
COc1cccc(-c2nc(CS(=O)(=O)CC(=O)N3CCc4ccccc43)c(C)o2)c1	97	3	7	98	·	100	99	99	10	101	0.7
COc1ccc(/C=C/C(=O)N(c2ccccn2)C2CCCCC2)cc1OC	95	11	24	99	-8	95	95	95	6	95	1.6
CC(=O)c1cc2c(cc1NC(=O)c1ccccc1C)OCO2	95	11	11	101	·	100	99	97	-12	98	0.8
O=C(NCNC(=O)c1ccccc1)c1ccccc1	99	1	7	97	·	104	98	104	2	102	0.4
CC(=O)c1ccc2c3c(ccc(O)c13)CC2	96	2	8	101	18	97	100	98	14	100	0.7
CCCNC(=O)c1cccc(NC(=O)C(C)C)c1	95	3	7	93	-59	97	95	97	-7	95	1.6
COc1ccc(NC2=C(c3ccc(OC)cc3)C(=O)c3ccccc32)cc1	101	6	4	100	9	104	99	104	26	100	0.2
Cc1ccccc1C(=O)NNc1ccc([N+](=O)[O-])cc1	94	1	29	98	·	95	92	95	-13	97	0.3
N#Cc1nc(-c2ccco2)oc1N1CCOCC1	94	4	20	96	·	96	93	98	3	98	0.3
C[C@H](NC(=O)c1nc[nH]c1C(=O)NCCCCCNC(=O)OC(C)(C)C)C(=O)OCc1ccccc1	97	14	7	97	·	97	95	95	-17	95	0.7
CN(C(=O)COC(=O)/C=C/c1ccc2ccccc2n1)C1CCS(=O)(=O)C1 (stereo not given)	96	1	5	103	21	104	99	98	12	98	-0.2
CCC(=O)Nc1ccccc1C(=O)OCc1ccc(C(=O)c2ccccc2)cc1	98	4	5	97	·	103	102	101	-9	103	0.6
CCc1nnc(NC(=O)CSc2nnc(-c3ccncc3)n2C)s1	100	0	6	94	16	98	98	97	24	97	0.1
CN=C(Nc1ccc(Br)cc1)SC1CC(=O)N(c2ccc(OC)cc2)C1=O (stereo not given)	93	4	22	93	1	94	93	94	2	93	0.1
CN(C(=O)c1ccc(OC2CCN(CCc3ccccc3)CC2)cc1)C1CCOCC1	96	2	6	103	20	103	99	100	16	98	4.6
CCOC(=O)CC1=CC(=O)Nc2ccccc2N1	99	0	15	95	·	106	99	99	2	101	0.1
CC(C)COC(=O)n1ccc(C(=O)N2CCCCC2)n1	99	2	38	104	·	107	105	107	4	104	0.2
COC(=O)C(C)N(C#N)c1nc(C)cc(C)n1 (stereo not given)	97	1	11	97	20	96	98	97	-15	98	0.2
O=S(=O)(NCC1CCCO1)c1cccc(S(=O)(=O)N2CCCC2)c1 (stereo not given)	97	13	11	102	1	104	100	102	9	101	0.6
COC(=O)C1=C(NC(=O)c2ccccc2[N+](=O)[O-])CCS1	97	1	9	93	-6	95	96	96	10	95	0.0
COc1ccc(-n2cc(-c3ccc(OC)c(OC)c3)[nH]c2=S)cc1	93	-1	·	94	-8	93	94	91	41	94	-2.1
COCCNC(=O)c1cc2nc3c(c(C(F)(F)F)n2n1)CCc1ccccc1-3	95	-1	11	96	-16	93	97	96	-1	96	-1.6
COC(=O)C1C(=O)c2c([nH]c(C(=O)OCC3CCCO3)c2C)CC1C (stereo not given)	97	3	7	98	·	102	99	98	-6	99	0.4
c1ccc(C2=Nn3c(nnc3-c3ccccn3)SC2)cc1	97	23	16	101	·	99	99	101	14	100	0.8
COCC(C)NCc1ccc(C)cc1C (stereo not given)	100	-1	9	100	4	103	99	102	24	102	-0.2
COCCNC(=O)C(c1ccc(C)o1)N(C(=O)c1snc(C(N)=O)c1N)c1cc(C)cc(C)c1 (stereo not given)	99	1	34	100	·	100	99	101	13	100	0.9
CCOC(=O)CC(=O)CSc1nc2ccccc2c(=O)n1-c1ccc(C(=O)N2CCOCC2)cc1	96	2	10	102	-11	102	101	102	15	102	0.7
CCCc1cc(C(=O)OC)c(NC(=O)c2cc(C)on2)s1	101	1	19	99	·	103	100	102	-6	102	0.0

Individual results from the results shown:
ABCB1 block result of CC(=O)c1ccc2c3c(ccc(O)c13)CC2 stands at 0.7
Cdc42 wt result of CC(=O)c1cc2c(cc1NC(=O)c1ccccc1C)OCO2 stands at 97
HRas wt GTP result of CN(C(=O)COC(=O)/C=C/c1ccc2ccccc2n1)C1CCS(=O)(=O)C1 (stereo not given) stands at 98

Whole records from above.
Listed for Cc1ccccc1C(=O)NNc1ccc([N+](=O)[O-])cc1 = Rac1 act GTP bind = 94; ABCG2 inh = 1; Avidin fluor = 29; Rab7 wt modul = 98; Pf gamet viab = ·; Rac1 wt modul = 95; Rab2 wt GTP = 92; Cdc42 wt = 95; Mcl1-Noxa inh = -13; HRas wt GTP = 97; ABCB1 block = 0.3
Listed for CN=C(Nc1ccc(Br)cc1)SC1CC(=O)N(c2ccc(OC)cc2)C1=O (stereo not given) = Rac1 act GTP bind = 93; ABCG2 inh = 4; Avidin fluor = 22; Rab7 wt modul = 93; Pf gamet viab = 1; Rac1 wt modul = 94; Rab2 wt GTP = 93; Cdc42 wt = 94; Mcl1-Noxa inh = 2; HRas wt GTP = 93; ABCB1 block = 0.1
Listed for COCCNC(=O)C(c1ccc(C)o1)N(C(=O)c1snc(C(N)=O)c1N)c1cc(C)cc(C)c1 (stereo not given) = Rac1 act GTP bind = 99; ABCG2 inh = 1; Avidin fluor = 34; Rab7 wt modul = 100; Pf gamet viab = ·; Rac1 wt modul = 100; Rab2 wt GTP = 99; Cdc42 wt = 101; Mcl1-Noxa inh = 13; HRas wt GTP = 100; ABCB1 block = 0.9
